# ABCB6 inh MLPCN: inhibitors of human ABC transporter ABCB6 | Q9NP58 | K562-ABCB6 porphyrin accumulation, flow cytometry, 1 h; hits give low values | fluorescence ratio to DMSO, % at 10 µM | 360,000 compounds, 0.19% hits | AID 602162;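 active means fluorescence ratio to DMSO below 75%, the collection mean minus 3 SD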;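 further: signal is porphyrin accumulated inside mitochondria; 100% equals median channel fluorescence of DMSO control wells; lower ratio means ABCB6 inhibition with less porphyrin fluorescence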
# Target sequence (Q9NP58 whole entry, looked up): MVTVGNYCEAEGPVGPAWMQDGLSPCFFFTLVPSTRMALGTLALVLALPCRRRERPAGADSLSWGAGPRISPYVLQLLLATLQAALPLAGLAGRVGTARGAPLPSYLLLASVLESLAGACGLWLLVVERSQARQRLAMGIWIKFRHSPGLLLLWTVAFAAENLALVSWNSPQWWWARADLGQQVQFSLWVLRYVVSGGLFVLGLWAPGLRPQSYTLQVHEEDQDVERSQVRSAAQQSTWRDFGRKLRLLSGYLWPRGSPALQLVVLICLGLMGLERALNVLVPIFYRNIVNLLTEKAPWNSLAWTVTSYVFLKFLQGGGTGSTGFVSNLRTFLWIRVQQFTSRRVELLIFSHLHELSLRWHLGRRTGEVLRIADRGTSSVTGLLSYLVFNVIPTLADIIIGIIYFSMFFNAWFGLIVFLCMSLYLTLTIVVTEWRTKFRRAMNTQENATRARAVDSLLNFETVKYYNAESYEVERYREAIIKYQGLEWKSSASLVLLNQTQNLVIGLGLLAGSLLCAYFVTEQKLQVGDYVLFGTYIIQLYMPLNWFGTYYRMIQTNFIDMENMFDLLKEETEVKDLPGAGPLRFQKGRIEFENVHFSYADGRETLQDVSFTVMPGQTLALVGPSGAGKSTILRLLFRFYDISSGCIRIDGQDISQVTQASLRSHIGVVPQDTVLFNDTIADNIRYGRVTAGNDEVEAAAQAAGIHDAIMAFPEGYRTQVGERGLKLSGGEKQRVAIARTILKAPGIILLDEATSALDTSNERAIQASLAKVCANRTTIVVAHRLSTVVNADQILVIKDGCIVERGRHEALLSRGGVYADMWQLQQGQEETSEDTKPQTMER
# Glyco luc inh: N-linked glycosylation inhibition; D54 ERlucT glycosylation luciferase reporter, 24 h; percent of 100 nM tunicamycin response; reporter increase, % at 12.5 µM; 360,000 compounds, 0.23% hits; AID 588692;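 active means mean luciferase reporter signal, scaled so untreated is 0 and the glycosylation-blocking control 100, at or above a set limit in every replicate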;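 further: luciferase carries N-glycosylation sites so blocking glycosylation raises the light; 0% = median of neutral control wells and 100% = median of 100 nM tunicamycin wells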
# CaV13 ICDI inh: Disruptors of the CACNA1D IQ motif to Ca2+-dependent inactivation inhibitor domain association, primary screening, Förster resonance energy transfer in intact living …. HEK cells, CFP/YFP FRET ICDI-IQ, plate reader, 10 min; percent FRET-ratio fall versus neutral wells. inhibition, % at 12.3 µM. 340,000 compounds, 0.098% hits;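 active means mean replicate inhibition of at least 30% and at least 1% of replicates passing that level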;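 further: 0% = median of the neutral control wells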
# Cardio protect: modulators protecting cardiomyocytes from myocardial damage | protection from H2O2 cell death, % at 20 µM | 360,000 compounds, 0.63% hits | H9c2 cardiomyocytes, H2O2 injury protection, ATPLite, 2 h;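 active means compounds giving at least 50% protection of heart cells from peroxide-induced death in the single-dose screen, raw or plate-pattern-corrected value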;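 further: 0% = DMSO wells with peroxide and 100% = DMSO wells without peroxide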
# m5-HT2A agonist: activates the mouse 5-HT2A serotonin receptor; activation, % at 7.6 µM; 360,000 compounds, 0.66% hits; CHO-K1 mHTR2A beta-arrestin complementation, luminescence; percent of 30 µM serotonin response;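 active means activation above a run cutoff, the mean activation of all tested compounds plus 3 SD, cut at about 14% in these data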;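 further: 0% = plate median of compound wells and 100% = 30 µM serotonin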
# Granule exo inh: lytic granule exocytosis inhibition; TALL-104 LAMP-1 surface exposure, flow cytometry; cells stimulated with thapsigargin and PMA; inhibition, % at 10 µM; 360,000 compounds, 0.66% hits; AID 651702;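 active means inhibition above about 55%, limit read from the data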
# Vif imaging: blocks HIV Vif function; HEK293T cells, Vif self-association by quenched fluorescence, imaging, 24 h; inhibition, % at 7.49 µM; 340,000 compounds, 0.35% hits; in the data active means inhibition above about 50%, passing the limit was not always enough; further: some results filed as inactive read as strong as hits
# hiPSC survival: enhancers of human iPSC single-cell survival; hiPSC single-cell survival, ATPlite luminescence; 100% = ROCK inhibitor wells, 0% = DMSO; survival enhancement, % at 20 µM; 360,000 compounds, 0.044% hits; AID 602274; in the data active means survival enhancement above about 18%;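 further: cells exposed to compounds for 16 hours before the ATP read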
# PDI inh: PDI (human) enzyme inhibition. PDI insulin aggregation turbidity, A650, 90 min. inhibition, % at 10 µM. 350,000 compounds, 0.052% hits;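 active means mean inhibition across replicates of 30% or more, whatever share of single replicates reach that level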;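 further: absorbance from insulin aggregation driven by PDI reduction with DTT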
# aDG glyco act: alpha-DG glycosylation activation | AID 624168 | Pro5-aDG cells, alpha-DG glycosylation AlphaScreen (IIH6); 0% Pro5, 100% B10-LARGE cell signal | activation, % at 10 µM | 360,000 compounds, 0.22% hits;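 active means activation of at least 8% versus controls, or a plate z-score of at least 8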;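 further: Pro5 are CHO cells carrying HIG-tagged alpha-DG that lacks glycosylation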
# Numbers without * were called inactive; / = not tested or not shown.
SMILES,ABCB6 inh MLPCN,Glyco luc inh,CaV13 ICDI inh,Cardio protect,m5-HT2A agonist,Granule exo inh,Vif imaging,hiPSC survival,PDI inh,aDG glyco act
C[C@@H]1CC2[C@@H]3CC[C@H]4CC(=O)CC[C@]4(C)C3=CC[C@]2(C)[C@@]1(O)C(=O)CO (stereo not given in full),97,-1,-19,-9,0,-13,0,1.3,-1,0.0
CC(C)(C)n1ncc2c(=O)n(CC(=O)c3ccccc3)cnc21,102,-3,/,21,-1,-2,-3,3.4,4,0.3
Cc1ccc(NC(=O)/C(=C\c2cccs2)NC(=O)c2ccccc2)cc1,91,0,-4,17,-5,6,-2,-1.4,0,-0.1
CSc1cccc(NC(=O)C2CCCN(c3ncnc4c3nc3n4CCCCC3)C2)c1 (stereo not given),97,0,-3,12,7,4,-11,-0.3,7,0.2
O=C(NC1=NCCS1)c1cccc(F)c1,99,1,-2,-4,-3,1,2,-0.6,-2,0.0
CCN=C1SCC(=O)N1c1ccc(OC)cc1,89,2,-4,-3,4,-1,13,0.2,-1,-0.2
COc1ccccc1CN1CCN(Cc2nc(-c3ccc(C)cc3)oc2C)CC1,100,-1,-5,-3,0,23,0,0.6,5,0.0
COc1ccccc1C(=O)NCCC(=O)N1CC=C(c2ccccc2)CC1,95,1,-6,7,-12,1,2,0.1,-2,-0.3
COc1cc(C(=O)N(Cc2ccccn2)CC2CCCO2)cc(OC)c1OC (stereo not given),100,1,-7,0,3,-1,2,2.1,6,0.1
CCN1CCN(C(c2cccs2)C(C)NC(=O)c2cccc(OC)c2)CC1 (stereo not given),96,-3,-9,7,1,-1,-5,0.0,/,0.1
CCOC(=O)C1CCCN(C(=O)c2cncc(Br)c2)C1 (stereo not given),118,0,/,1,-1,7,/,-2.6,3,0.0
Cc1ccc(NC(=O)c2ccc(NCCc3ccccc3)c([N+](=O)[O-])c2)cc1F,97,-6,-5,-11,3,1,27,0.0,0,-0.1
O=C(NC1CC1)c1cc(F)c(F)cc1Cl,106,2,-4,1,1,1,4,1.5,4,0.0
Cc1ccc(-n2c(SCC(=O)NCCN3C(=O)CSC3=O)nnc2-c2ccccc2)cc1,103,-1,-3,9,3,-2,0,0.9,-12,-0.2
COc1ccc(-c2noc(C3CCCN(C(=O)c4cccs4)C3)n2)cc1 (stereo not given),101,-5,-6,-6,2,-2,/,-0.4,1,0.0
CCOc1ccc2c(c1)c(=O)c(S(=O)(=O)c1ccc(CC)cc1)cn2C,98,4,-13,-2,-7,-1,-9,-0.6,5,-0.3
Fc1ccc(-c2csc(NC3=NCCC3)n2)cc1,97,1,-3,-4,-3,6,-9,0.4,8,-0.1
O=C(NC1CCCC1)c1cnn2c(C(F)(F)F)cc(-c3ccco3)nc12,91,-7,-4,13,-1,6,18,0.3,0,0.2
CC1CCCC2(C1)NC(=S)N(c1ccccc1)N2 (stereo not given),101,2,-9,3,1,0,1,-0.4,-6,0.0
Cc1ccc(C(=O)N2CC(=O)Nc3ccc(F)cc3C2c2ccccc2)cc1 (stereo not given),102,-1,-4,1,-10,12,-12,1.8,-7,-0.1
Cc1nn(CC(=O)N2CCN(C(=O)c3ccco3)CC2)c(C)c1[N+](=O)[O-],97,0,-6,2,-1,8,17,5.1,-3,0.0
COc1ccc(CNC(=O)C(OC(=O)c2ccco2)c2ccc(F)cc2)cc1 (stereo not given),98,1,-2,-5,1,5,9,0.0,11,0.2
CCOC(=O)c1ccc(S(=O)(=O)NNC(=O)COc2ccccc2C)cc1,95,0,-3,-2,-1,-3,0,-1.3,-8,0.0
CN1CCN(c2nc3cc(N4CCOCC4)ccc3s2)CC1,99,3,-5,-6,-1,-2,-4,-1.0,1,0.7
Cc1cc(Nc2ccc(N(C)C)cc2)n2ncnc2n1,102,3,0,2,1,-12,7,-0.2,-3,-0.2
CCN(CC)S(=O)(=O)c1ccc(N2CCCC2)c(NC(=O)Cc2ccc(OC)cc2)c1,96,-1,0,8,-2,-2,4,0.2,-8,0.0
Cc1ccsc1C(=O)N1CCC(N2CCC(C(=O)NCC3CCCO3)CC2)CC1 (stereo not given),96,1,0,12,-3,-4,-3,0.4,-2,-0.6
OC(c1cccc(Cl)c1)c1nc(-c2cc3ccccc3o2)cs1 (stereo not given),100,0,-6,-14,5,-4,-6,-2.5,2,0.5
COCCNC(=S)N(CCO)Cc1cc2cc3c(cc2[nH]c1=O)OCO3,96,2,-3,3,-1,8,4,0.1,0,-0.2
Cc1oc(-c2cccc(Cl)c2)nc1CN1CCCC(C(=O)NCc2ccco2)C1 (stereo not given),93,-2,-4,-2,-6,-2,-4,-3.1,1,0.2
CCOc1ccc(C(=O)NCc2ccncc2)cc1,92,0,/,-4,-3,0,23,-1.6,10,-0.1
CN(Cc1ccccn1)C(=O)c1cc(COc2ccc(F)cc2Cl)on1,97,0,-4,-5,-6,18,-4,0.5,7,0.2
Cc1ccc(C(=O)Nc2ccc(Br)c(C(F)(F)F)c2)cc1,93,-10,-4,-21,3,3,-21,3.3,1,0.1
O=C(c1cccc(Cl)c1)N1CCC2(CC1)NCCc1[nH]cnc12,95,1,-3,-3,8,-1,52*,-0.4,0,0.3
O=C(CNC1=NCCC1)c1ccc(Cl)cc1,98,1,-15,8,-1,-5,8,-0.9,8,0.1
CSCC(=O)N1CCCC(CO)(Cc2ccccc2C)C1 (stereo not given),101,0,-6,6,-3,1,-6,3.4,-3,0.1
O=C(C1CCN(S(=O)(=O)c2cccnc2)CC1)N1CCN(c2cccc(Cl)c2)CC1,95,-3,-5,-24,7,-2,1,2.2,-17,0.7
CCOc1ccccc1NC(=O)NCCN1CCCCC1,99,3,0,-3,9,-5,-2,-0.4,10,-0.1
CCN(CC)c1cc(C)c2cc(NC(=O)CNC(C)=O)ccc2n1,93,3,/,6,-6,0,7,1.5,4,0.0
N/C(=N\OC(=O)c1cccnc1)c1ccccc1Cl,97,2,4,-1,5,-1,6,-1.9,0,0.1
CN(C)c1ccc(/C=C/C(=O)c2c(O)c3ccccc3oc2=O)cc1,329,-1,-72,1,1,-3,-1,-0.7,13,0.1
Cc1cc(=O)oc(C)c1C(=O)N1CCN(c2ccc(F)cc2)CC1,93,1,-1,-2,-1,0,9,-0.3,-8,0.2
O=C(CN1CCN(C(=O)c2ccco2)CC1)Nc1cccc([N+](=O)[O-])c1,99,3,-6,6,-4,0,5,1.4,1,0.0
CC(C)NC(=O)Nc1cccc2c1O[C@H](CN(C)C(=O)NC1CCCCC1)[C@@H](C)CN([C@H](C)CO)C2=O,96,2,-5,6,1,-2,3,-2.1,13,-0.1
O=C(CNC(=O)c1ccc(Cl)cc1)c1ccc(Cl)cc1,96,1,-18,-1,4,3,-3,1.2,-2,0.0
CC(C)(C)NC(=O)CN(C(=O)Cn1nnc(-c2ccccc2F)n1)c1cccc2c1CCCC2,98,-3,-6,6,-2,3,-17,4.0,-5,0.0
COc1cc(NS(=O)(=O)c2ccc(NS(=O)(=O)c3ccc(NC(C)=O)cc3)cc2)nc(OC)n1,94,1,-4,6,-2,2,5,-0.3,-4,-0.1
COc1cccc(NC(=O)c2cccc(OC)c2OC)c1,99,-2,-5,-17,0,-4,17,-1.5,-8,0.1
CCc1cc(=O)[nH]c(SC/C=C/c2ccccc2)n1,101,2,/,-5,-2,1,-3,-0.4,7,0.0
COc1cccc(/C=C2/C(=O)NN(c3ccc(F)cc3)C2=O)c1,99,2,-12,2,-5,-3,-12,0.3,-5,0.0
CN(C)c1ccc(N=Nc2ccccc2C(=O)OCC(=O)N(C)c2ccccc2)cc1,103,-7,-4,-13,-3,0,-4,-1.2,3,-1.2
Cc1nnc2n(-c3ccccc3)c(=O)c3c4c(sc3n12)COC(C)(C)C4,98,0,-1,5,-2,1,1,4.9,4,-0.1
CCN(CC)c1ccc(C(=O)OCC(=O)Nc2sccc2C#N)cc1,98,1,/,-3,-2,1,0,-0.2,4,0.1
Cc1cccc(NC(=O)c2ccc3c(c2)CCN3S(C)(=O)=O)c1C,91,-2,0,4,-6,2,5,-0.3,11,-0.2
CCCc1cc(=O)oc2cc(C)cc(OC(C)C(=O)N[C@@H](Cc3c[nH]c4ccccc34)C(=O)O)c12 (stereo not given in full),104,-2,/,0,3,-3,-9,1.3,/,-0.1
CCc1noc(C)c1C(=O)Nc1nc2c(F)cc(F)cc2s1,93,1,-5,-17,8,22,/,-1.1,7,0.1
CCCCNC(=O)N1CCN(S(C)(=O)=O)CC1,98,1,-3,-4,4,-3,15,2.2,2,-0.1
CCOC(=O)c1cn(CC)c2ccc(S(=O)(=O)N3CC(C)CC(C)C3)cc2c1=O (stereo not given),100,0,-4,-1,-1,-3,-14,-0.7,-4,-0.1
COc1ccc(NC(=O)c2sc3nc(Cc4ccccc4)cc(C(F)(F)F)c3c2N)cc1OC,97,-4,-24,-11,-4,-5,-5,0.4,-5,0.7
Cc1ccccc1OC(=O)c1cccc(S(=O)(=O)N2CCN(C)CC2)c1,94,1,-15,-4,1,-2,6,-2.5,11,0.0

# Further results follow:
SMILES,ABCB6 inh MLPCN,Glyco luc inh,CaV13 ICDI inh,Cardio protect,m5-HT2A agonist,Granule exo inh,Vif imaging,hiPSC survival,PDI inh,aDG glyco act
O=C(CSc1nnc(CNC(=O)c2ccco2)o1)Nc1ccc(F)cc1,105,2,-3,0,0,-3,-6,0.3,7,-0.1
Cc1ccc(C(=O)COC(=O)CCC(=O)NC2CCCCC2)cc1C,94,0,-5,-14,-3,3,-12,-1.8,0,0.1
COc1ccc(NS(=O)(=O)c2cc(NC(=O)c3ccc(S(=O)(=O)N(C)C)cc3)ccc2N2CCOCC2)cc1,99,-6,-3,22,-3,0,2,-0.7,-9,-0.3
Cc1ccc(CNC(=O)CN(C)S(=O)(=O)c2cnc[nH]2)cc1,98,1,-4,7,1,0,-3,2.8,2,0.3
COc1cc(OC)cc(-c2cc3ccccc3c(=O)o2)c1,100,8,-4,-4,-3,-1,-1,-3.1,0,-0.1
CCOC(=O)NNS(=O)(=O)c1cc(Br)ccc1Br,103,1,-6,4,-2,0,/,-1.4,2,-0.1
CCOC(=O)CCNC(=O)Nc1cc2nc(C)n(Cc3cccc(Cl)c3)c2nc1C,94,1,-18,-2,-3,-2,-3,0.4,-12,0.0
COc1ccc(/C=C(/NC(=O)/C=C/c2ccccc2)C(=O)NCCCCCC(=O)O)cc1,93,0,-5,-3,0,-6,10,-0.5,-3,0.2
COc1ccc(C(=O)Nc2ccccc2C(=O)Nc2cc(C)ccn2)cc1,110,-6,-21,-18,5,8,-4,-0.7,-1,0.0
N#CCSc1ccccc1NC(=O)COC(=O)CCN1C(=O)C2CC=CCC2C1=O (stereo not given),93,-1,-19,10,9,-3,1,-0.2,9,-0.2

# Three compounds from above, reduced to aDG glyco act and Glyco luc inh.
canonical_smiles,aDG glyco act,Glyco luc inh
CCN(CC)S(=O)(=O)c1ccc(N2CCCC2)c(NC(=O)Cc2ccc(OC)cc2)c1,0.0,-1
Cc1ccsc1C(=O)N1CCC(N2CCC(C(=O)NCC3CCCO3)CC2)CC1 (stereo not given),-0.6,1
OC(c1cccc(Cl)c1)c1nc(-c2cc3ccccc3o2)cs1 (stereo not given),0.5,0
